GPR55 antagonists – inhibition of LPI-stimulated GPR55 beta-arrestin translocation – imaging, U2OS, beta-arrestin-GFP, LPI agonist, primary screen (AID 2013); actives 0.13% (n = 290,000); inhibition, % at 10 µM; hits with a dose series show IC50 in µM; U2OS GPR55 beta-arrestin-GFP translocation imaging, LPI antagonism; higher % means a stronger effect;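 active = spots per cell inhibited over 60%, with over 100 cells counted and total cytoplasm intensity under 500,000; inconclusive = wells with under 100 cells, flagged as likely toxic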;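 note: U2OS cells stably carrying GPR55 and arrestin-GFP stimulated by 5 µM LPI near EC80; imaged beta-arrestin-GFP aggregate spots per cell after agonist stimulation; plate controls were LPI-stimulated DMSO wells for no effect and DMSO wells without LPI for full effect; some results filed as inactive read as strong as hits; confirmed hits need IC50 under 10 µM and bright autofluorescent wells are also inconclusive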
Myeloid diff MLP – compounds promoting myeloid differentiation; calls only at 10 µM; ER-HoxA9 myeloid progenitors, lysozyme-GFP differentiation, flow cytometry; actives 1% (n = 360,000);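 active = normalized GFP-positive differentiation at or above the plate's own cutoff, the solvent-only control mean plus 3 SD; inconclusive = no clear call, values can overlap the other calls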;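 note: cells exposed to compound for four days before flow analysis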
KOR beta-arrestin-1 – kappa opioid receptor activators – cell-based, luminescence, uHTS, primary screen (AID 1777); actives 0.02% (n = 280,000); KOR beta-arrestin recruitment, luminescence; higher % means a stronger effect; one-dose activation, % at 10 µM; EC50 in µM for titrated hits; in the data active = activation above about 50%, passing the limit was not always enough; note: a part of the inactive calls stands beside numbers as strong as those of hits
NOD1 NF-kB reporter – NOD1 signaling inhibitors, primary screen, cell-based, luminescence, uHTS (AID 1578) | inhibition, % at 4 µM; hits with a dose series show EC50 in µM | actives 1% (n = 290,000) | NOD1-driven NF-kB luciferase reporter cells, luminescence; higher % means a stronger effect; in the data active = inhibition mostly above about 36%, no sharp cut-off; inactive = mostly below about 34%;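 note: HEK-293T reporter cells stimulated with the NOD1 agonist gamma-tri-DAP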
HIV fusion peptide – inhibitors of HIV fusion peptide binding, primary screen, biochemical, uHTS, fluorescence dequenching (AID 1986); actives 0.3% (n = 290,000); cell-free peptide binding, fluorescence dequenching, 30 min; higher % means a stronger effect; one-dose inhibition, % at 20 µM; IC50 in µM for titrated hits; in the data active = inhibition mostly above about 52%, no sharp cut-off; inactive = mostly below about 76%; note: some results filed as inactive read as strong as hits
GPR35 antagonists – inhibition of zaprinast-stimulated GPR35 beta-arrestin translocation – imaging, U2OS, beta-arrestin-GFP, zaprinast agonist, primary screen (AID 2058). actives 0.052% (n = 290,000). U2OS GPR35 beta-arrestin-GFP translocation imaging, zaprinast antagonism; higher % means a stronger effect. inhibition, % at 10 µM; hits with a dose series show IC50 in µM;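 active = inhibition of at least 50% with at least 30 cells and total cytoplasm GFP at most 10,000,000; inconclusive = under 30 cells or total GFP of 10,000,000 plus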
NOD2 inhibition – NOD2 signaling inhibitors, cell-based, luminescence, uHTS, HEK293 (AID 1566); HEK293 NOD2/NF-kB luciferase reporter, luminescence; higher % means a stronger effect; one-dose inhibition, % at 4 µM; EC50 in µM for titrated hits; actives 0.63% (n = 290,000); note: many of its hits are not listed in these tables
KOR beta-arrestin-2 – KOR antagonists, beta-arrestin recruitment, cell-based, luminescence, uHTS (AID 1778); KOR beta-arrestin recruitment, luminescence, antagonist mode; higher % means a stronger effect; one-dose inhibition, % at 10 µM; IC50 in µM for titrated hits; actives 0.091% (n = 290,000); note: strong numbers were not always called active
GPR55 activation – selective activators of receptor GPR55 – imaging, U2OS cells, beta-arrestin-GFP redistribution, primary screen (AID 1961); one-dose activation, % at 10 µM; EC50 in µM for titrated hits; actives 0.048% (n = 290,000); U2OS GPR55 beta-arrestin-GFP redistribution imaging; higher % means a stronger effect;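 active = activation above 40% with more than 50 cells counted in the well; inconclusive = wells holding fewer than 50 cells, flagged as toxic or sparse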;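 note: U2OS osteosarcoma cells stably expressing GPR55 and beta-arrestin-GFP; plate controls were DMSO negative control for no effect and LPI positive control for full effect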
Myeloid diff MLP GFP+ MAC1+ % – further read-out of Myeloid diff MLP, marked with its call; GFP+ MAC1+ double positive, %; measured here: differentiation confirmed by MAC1 staining
An asterisk follows results filed as active; i = inactive; ? = inconclusive; . = no result given; + = active, no number; [ ] = dose if it differs, or a comment. Cut-off read from the data, not from the text of the source, unless noted: active = inhibition above about 50%; inactive = the rest. The list is partial; rates above refer to the full screens.

Every second line gives: NOD1 NF-kB reporter, HIV fusion peptide, GPR55 antagonists, KOR beta-arrestin-1, Myeloid diff MLP, KOR beta-arrestin-2, Myeloid diff MLP GFP+ MAC1+ %, GPR35 antagonists, GPR55 activation, NOD2 inhibition
CC(C)Cn1c(=O)c2ccccc2n2c(CCC(=O)NCc3ccccn3)nnc12
→ -23%, 2.3%, 11%, 2.5%, i, -40%, 0.8, 6%, -0.2%, 18%
Cc1ccc(-n2nnc3c(=O)n(Cc4cc(C)ccc4C)cnc32)cc1
→ 5%, 4.9%, 6%, 9.6%, i, -99%, 5.2, 16%, -0.3%, 17%
O=C(CSc1nc2ccccc2c(=O)n1-c1ccc(F)cc1F)c1c[nH]c2ccccc12
→ 36%, 2.0%, 21%, -3.5%, i, 20%, 0.2, -8%, 0.1%, -19%
COc1ccc(C)cc1NC(=O)CN(C)S(=O)(=O)c1cc(C)ccc1OC
→ -32%, -1.7%, 10%, 2.9%, i, 22%, 1.5, -1%, 0.0%, -3%
COc1ccc(C(=O)NCC(=O)Nc2ccc(-c3ccccc3)cc2)cc1
→ -24%, 0.3%, -6%, 1.1%, i, 9%, 1.0, 3%, -0.1%, -4%
Cc1ccc2nc(SCC(=O)N(CC(C)C)c3c(N)n(CC(C)C)c(=O)[nH]c3=O)[nH]c2c1
→ 11%, -1.1%, -4%, 1.9%, i, 2%, 0.6, 11%, -0.1%, -2%
COc1ccc2c(C)cc(SCC#N)nc2c1
→ 0%, -1.0%, 6%, -1.9%, i, -42%, 9.1, 23%, -0.3%, 9%
O=C(OCCN1CCCC1=O)c1cc(F)c(F)c(F)c1F
→ -8%, -0.5%, 14%, -0.2%, i, 12%, 0.8, 6%, -0.1%, 10%
CC(C)(C)NS(=O)(=O)c1ccc(OCC(=O)NCCC2=CCCCC2)cc1
→ 5%, 2.2%, -6%, -4.7%, i, 14%, 1.0, -5%, -0.1%, -1%
Nc1cccc2c1C(=O)N(Cc1nnc(-c3ccccc3Br)o1)C2=O
→ -17%, 5.0%, 7%, 3.5%, ., -26%, ., 9%, -0.1%, 14%
CCOC(=O)/C=C/c1ccc2oc3ccccc3c(=O)c2c1
→ -17%, -0.7%, -7%, 3.4%, i, -27%[20 µM], 1.0, 6%, 0.4%, -54%
Cc1ncc([N+](=O)[O-])n1CC(=O)Nc1ccccc1F
→ -13%, 0.3%, 0%, 0.8%, i, -19%[20 µM], 0.4, 9%, -0.1%, 15%
Cn1c(=O)c2c(ncn2CCCNC2=CC(C)(C)CC(=O)C2)n(C)c1=O
→ 13%, 0.7%, -10%, 9.6%, ., -54%, ., 0%, 0.4%, -10%
CCOC(=O)C1(Cc2ccccc2)CCN(Cc2ccc(C)s2)CC1
→ -15%, 0.6%, 25%, -12%, i, -15%[20 µM], 0.4, 11%, -0.1%, 10%
Cc1ccc(-n2cc(CN3CCN(C(=O)c4ncn[nH]4)CC3)c(-c3ccc(F)cc3)n2)cc1
→ 22%, -0.5%, 1%, 5.3%, i, 7%, 0.3, -4%, -0.2%, -4%
CS(=O)(=O)Nc1cccc(C2=NN(S(C)(=O)=O)C(c3ccc4c(c3)OCO4)C2)c1 (centres undefined)
→ -39%, 0.9%, -7%, 8.0%, i, 19%, 0.3, -16%, 0.2%, -29%
COc1ccc(S(=O)(=O)NCC2CCCO2)cc1Cl (centres undefined)
→ -30%, -1.2%, 4%, -1.5%, i, -21%[20 µM], 1.0, -3%, 0.5%, -3%
CC/C(=N\NC(=O)Cc1ccc(Br)cc1)c1cccs1
→ 2%, -0.2%, 17%, -2.7%, i, 22%, 1.4, 9%, -0.1%, -8%
CCOc1ccccc1N(CC(=O)NC1CCCCC1)C(=O)CNC(=O)c1ccco1
→ -19%, 0.6%, 16%, 0.9%, i, -51%, 1.5, -7%, 0.2%, 2%
CN1N=C(C(C)(C)C)CSC1=Nc1ccc(F)cc1
→ -2%, 0.2%, 0%, -2.6%, i, 21%, 0.4, 11%, -0.2%, 2%
COC(=O)CC1COc2ccccc2N1C(=O)c1cccc(C(F)(F)F)c1 (centres undefined)
→ -16%, -2.3%, 27%, -2.9%, i, -12%, 0.3, 5%, -0.3%, 17%
CN1CCN(c2ccc(NC(=O)COc3cccc4ccccc34)cc2)CC1
→ -10%, -1.4%, 7%, 1.5%, i, -39%, 0.3, 14%, 0.2%, 4%
Cc1cc(C)c2[nH]c(=O)c(C(c3nnnn3CC3CCCO3)N3CCCC(C)C3)cc2c1 (centres undefined)
→ -8%, 0.2%, -1%, -5.2%, i, -10%, 2.5, -1%, -0.1%, -13%
COc1ccc(C2=NN(CCC(=O)NC3CCCCCC3)C(=O)CC2)cc1
→ -22%, 0.5%, 9%, -2.2%, i, 16%, 2.8, -10%, -0.2%, -9%
CCOCCCNC(=O)CN1C(=O)COc2ccc(S(=O)(=O)N3CC(C)CC(C)C3)cc21 (centres undefined)
→ -3%, 2.6%, 12%, -0.1%, i, -13%, 2.0, -17%, -0.4%, 16%
CCCn1cc(SCC(=O)NCc2ccc3c(c2)OCO3)c2ccccc21
→ -19%, -0.7%, 12%, -2.7%, i, 16%, 2.4, -4%, -0.3%, -32%
O=C(Nc1ccc2nc(-c3cccs3)c(-c3cccs3)nc2c1)N1CCOCC1
→ -31%, 7.2%, 11%, -3.9%, i, 40%, 1.1, 0%, -0.1%, 28%
Cc1ccc(-c2nc(NCc3ccco3)c3ccccc3n2)cc1
→ -40%, 2.6%, 8%, -1.7%, i, 3%, 0.5, -6%, -0.1%, -20%
c1ccc(CN2CCOCCOCCOCC2)cc1
→ 5%, -0.2%, -4%, 2.5%, i, -3%, 0.5, 4%, -0.2%, 11%
CCn1c(SCC(=O)Nc2ccccc2OC)nc2ccccc2c1=O
→ 1%, 0.2%, -4%, -0.5%, i, 18%, 2.2, -8%, -0.1%, 18%
COc1cc(S(=O)(=O)NCc2ccccn2)ccc1Cl
→ -16%, 1.5%, 25%, -11%, i, -15%[20 µM], 0.2, 8%, -0.1%, 5%
CCNc1nc2c(c(=O)n(Cc3ccccc3)c(=O)n2C)n1Cc1ccccc1
→ -4%, 2.1%, -3%, -6.3%, i, -11%, 0.4, 0%, -0.2%, -5%
CC(C)CN1C(=O)/C(=C(/C#N)C(=O)NC2CCCCC2)c2ccccc21
→ -9%, -2.1%, 0%, -3.4%, i, -29%, 0.2, -2%, -0.2%, 18%
Cc1c(C(=O)NCCc2ccccc2)oc2ccc(S(=O)(=O)N3CCC4(CC3)OCCO4)cc12
→ 0%, -0.8%, 7%, 4.2%, i, 1%, 0.6, -6%, 0.2%, -5%
Cc1ccc(NS(=O)(=O)c2c(C)[nH]c(=O)[nH]c2=O)c(C)c1
→ -8%, 0.1%, -11%, 0.0%, i, -14%, 0.6, -14%, -0.3%, -14%
CC(=O)c1cccc(NC(=O)COc2cc3oc(=O)c(CC(C)O)c(C)c3cc2Cl)c1 (centres undefined)
→ 57%, 2.3%, -6%, 6.1%, i, 15%, 0.3, -17%, 0.5%, 38%
C/C(CC(=O)Nc1ccc(F)cc1)=N\NC(=O)Cc1csc(N)n1
→ -18%, -0.9%, 12%, -2.9%, i, -7%, 0.4, 13%, 1.2%, -4%
COC(=O)c1cc(CSc2nc3ccccc3c(=O)n2C)oc1C
→ 49%, -2.2%, -9%, -2.1%, i, 4%, 3.4, -13%, 1.4%, 48%
COc1ccc(NC(=O)Nc2ccc(Br)cn2)cc1OC
→ 10%, 0.6%, -5%, -3.5%, i, -11%, 2.8, 5%, -0.1%, 14%
CCOC(=O)c1cc(C)n(Cc2cccc(OC)c2OC)c1C
→ 36%, 1.6%, -4%, 7.9%, i, 27%, 0.4, -6%, -0.2%, -3%
C=CCN1C(=O)N(CC=C)c2cccc3cccc1c23
→ -6%, 0.2%, -8%, 0.0%, i, -54%, 0.3, -8%, -0.1%, 15%
Cc1cc(C)c(-c2cc(C(=O)Nc3c(C)n(C)n(-c4ccccc4)c3=O)[nH]n2)c(O)c1
→ -3%, -3.9%, 3%, -5.7%, i, 16%, 0.5, -9%, -0.2%, 15%
COc1ccccc1C1/C(=C(/O)c2ccc(OC(C)C)cc2)C(=O)C(=O)N1c1cc(C)on1 (centres undefined)
→ ., 0.2%, -5%, 3.5%, i, 20%, 0.6, 11%, 0.0%, .
COc1cccc(CNC(C)(C)CO)c1OCc1ccc(Cl)cc1
→ -33%, 0.8%, -8%, 2.8%, i, -7%[20 µM], 0.2, -3%, -0.1%, 11%
Cc1cc(-n2nc3ccccc3n2)c(O)c([N+](=O)[O-])c1
→ -15%, 0.3%, -1%, -1.3%, i, -16%, 0.0, 9%, -0.1%, 7%
Cc1cccc(C(=O)N2CCCC(N3CCN(c4ccccc4F)CC3)C2)n1 (centres undefined)
→ -30%, 1.7%, 0%, -1.6%, i, 14%, 8.3, 14%, 0.7%, -3%
O=C(CN1CCOCC1)Nc1cc([N+](=O)[O-])ccc1Cl
→ -9%, -0.1%, 3%, -7.7%, i, 9%, 0.5, -18%, 0.6%, 11%
O=C(Nc1ccc(F)cc1F)c1c(C(F)(F)F)ccnc1Oc1ccccc1
→ -1%, -0.7%, 14%, 2.7%, i, 1%, 0.5, 6%, -0.1%, 23%
CC(C)c1nc(Cl)c(C#N)c2c1CCCC2
→ 18%, 0.2%, 5%, -0.6%, i, -27%, 0.3, -1%, 0.6%, 28%
O=C(NNC(=O)c1sc2ccccc2c1Cl)Nc1ccc(Cl)cc1
→ 12%, -2.7%, 0%, -1.4%, i, -25%, 0.7, -3%, 0.2%, 24%
O=C(Cn1cnc([N+](=O)[O-])n1)c1ccccc1
→ 38%, 2.9%, 8%, 3.8%, i, -10%, 0.1, -11%, -0.2%, 7%
Cn1nnc2c(C(N)=O)ncn2c1=O
→ -7%, -0.7%, 5%, -3.0%, +, 17%, 4.0*, -14%, -0.5%, 6%
Cc1ccc(C(=O)N2CCN(S(=O)(=O)c3ccc(C)cc3)CC2)cc1
→ -43%, 0.2%, -3%, -0.7%, i, -33%[20 µM], 0.1, 6%, -0.1%, -6%
COCCCN1C(=O)C(O)=C(C(=O)c2ccc(C)o2)C1c1cccc(Br)c1 (centres undefined)
→ 6%, -0.9%, 29%, 1.4%, i, -3%, 6.1, -4%, -0.1%, 6%
CSc1cccc(NC(=S)N(CCC(C)C)C2CCN(C(C)C)CC2)c1
→ 18%, 1.5%, 14%, -4.1%, ?, 16%, ., -5%, 0.1%, 13%
N#Cc1ccccc1S(=O)(=O)N1CCN(S(=O)(=O)c2ccc(Br)c(C(=O)O)c2)CC1
→ -7%, 0.1%, -2%, 4.3%, i, -16%, 0.3, -5%, -0.2%, 8%
CCOC(=O)C1CCCN(Cc2ccccc2F)C1 (centres undefined)
→ 13%, 3.5%, 10%, 5.7%, i, -12%, 1.9, -7%, -0.3%, 7%

Screening results: PubChem, several laboratories
